ANO1 activ: activates or potentiates the mouse TMEM16A chloride channel. Q8BHY3. HEK293 TMEM16A/YFP-H148Q/I152L, iodide quench fluorescence; hits give low values. B-score at 10 µM. 340,000 compounds, 0.3% hits;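 active means fluorescence-ratio B-score plate-corrected deviation score at least 3 library SD below zero, with starting fluorescence score within 5 deviations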;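 further: channel opened by trigger with iodide after compound preincubation; score built on the fluorescence ratio of max minus min over baseline; more negative score means more quench and so TMEM16A activation or potentiation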
MrgX1 PAM: human MrgX1 positive allosteric modulation, primary screen; Q96LB2; MrgX1-HEK293, Fluo-4 calcium flux, FDSS; hits give high values; B-score at 10 µM; 310,000 compounds, 0.63% hits; AID 588675;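 active means plate-corrected calcium response at least 3 library SD above typical, normal starting fluorescence, not activating the receptor alone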;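 further: compound read alongside a low EC10 to EC30 dose of BAM8-22 agonist; peak minus trough fluorescence over baseline measured at the second addition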
hERG protect: compounds protecting human hERG from proarrhythmic drug block; 310,000 compounds, 0.51% hits; AID 1511; activation (rescue from dofetilide block), less the hit threshold, % at 10 µM; CHO-hERG, FluxOR thallium flux, dofetilide IC70 present;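 active means activation above the mean of controls blocked by dofetilide plus 5 SD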;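 further: thallium influx through hERG after potassium depolarization seen as dye fluorescence rise; in these data hits start at about 4.7%; inactives centre near -7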
TMEM16A inh: blocks the mouse calcium-activated chloride channel TMEM16A; Q8BHY3; HEK293 TMEM16A/YFP iodide influx fluorescence, ionomycin; normalized B-score (activity score, 25-100; higher = stronger inhibition) at 10 µM; 310,000 compounds, 1.2% hits; AID 588511;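 active means ratio plate-corrected score three or more library SD toward inhibition, starting fluorescence score within five deviations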;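 further: score derived from kinetic fluorescence span divided by baseline fluorescence per well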
KCNK9 block: inhibitors of human KCNK9 two-pore domain potassium channel. B-score at 10 µM. Q9NPC2. HEK293 KCNK9, FluxOR thallium flux fluorescence; hits give low values. AID 488922. 310,000 compounds, 1.2% hits;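 active means ratio B-score over 3 SD below the library mean, with starting fluorescence within 5 SD of its mean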;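 further: negative B-score means less thallium flux so channel inhibition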
Target sequence (Q9NPC2 whole entry, looked up, the tested form may be a part): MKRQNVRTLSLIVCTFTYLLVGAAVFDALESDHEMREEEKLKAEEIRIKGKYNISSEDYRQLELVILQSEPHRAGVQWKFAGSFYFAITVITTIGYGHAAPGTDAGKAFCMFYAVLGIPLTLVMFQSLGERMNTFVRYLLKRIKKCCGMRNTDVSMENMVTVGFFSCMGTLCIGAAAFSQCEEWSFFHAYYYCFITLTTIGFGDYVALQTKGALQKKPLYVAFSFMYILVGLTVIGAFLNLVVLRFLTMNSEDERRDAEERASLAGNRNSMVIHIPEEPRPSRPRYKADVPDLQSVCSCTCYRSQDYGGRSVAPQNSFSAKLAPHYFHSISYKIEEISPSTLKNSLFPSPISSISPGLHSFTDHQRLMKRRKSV
MrgX1 ag: human MrgX1 receptor agonism, primary screen; Q96LB2; MrgX1-HEK293 cells, Fluo-4 calcium fluorescence, agonist mode; hits give high values; B-score at 10 µM; 310,000 compounds, 0.44% hits; AID 588627;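 active means calcium response B-score plate-corrected fluorescence ratio at least 3 library SD, with starting fluorescence B-score inside 5 SD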
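Material: MrgX1-expressing HEK293 cells; input: 15,000 cells per well; doses: test compound given as first of three sequential additions; schedule: overnight plating before 1 h dye loading; technique: Fluo-4 NW calcium-flux fluorescence, kinetic read; evaluation: baseline-normalised fluorescence change ratio, B-scored; control set: plate-wise positive and negative controls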
KCNQ1 block: blocks the human KCNQ1 potassium channel | P51787 | CHO-K1 KCNQ1, FluxOR thallium flux fluorescence; hits give high values | B-score at 10 µM | 310,000 compounds, 1.3% hits | AID 2642;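 active means compounds whose thallium flux B-score, printed positive for inhibition, exceeds three library SD while starting fluorescence stays within three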;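 further: channel opened by potassium depolarization with thallium stimulus after 20 min compound exposure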
Target sequence (P51787 whole entry, looked up): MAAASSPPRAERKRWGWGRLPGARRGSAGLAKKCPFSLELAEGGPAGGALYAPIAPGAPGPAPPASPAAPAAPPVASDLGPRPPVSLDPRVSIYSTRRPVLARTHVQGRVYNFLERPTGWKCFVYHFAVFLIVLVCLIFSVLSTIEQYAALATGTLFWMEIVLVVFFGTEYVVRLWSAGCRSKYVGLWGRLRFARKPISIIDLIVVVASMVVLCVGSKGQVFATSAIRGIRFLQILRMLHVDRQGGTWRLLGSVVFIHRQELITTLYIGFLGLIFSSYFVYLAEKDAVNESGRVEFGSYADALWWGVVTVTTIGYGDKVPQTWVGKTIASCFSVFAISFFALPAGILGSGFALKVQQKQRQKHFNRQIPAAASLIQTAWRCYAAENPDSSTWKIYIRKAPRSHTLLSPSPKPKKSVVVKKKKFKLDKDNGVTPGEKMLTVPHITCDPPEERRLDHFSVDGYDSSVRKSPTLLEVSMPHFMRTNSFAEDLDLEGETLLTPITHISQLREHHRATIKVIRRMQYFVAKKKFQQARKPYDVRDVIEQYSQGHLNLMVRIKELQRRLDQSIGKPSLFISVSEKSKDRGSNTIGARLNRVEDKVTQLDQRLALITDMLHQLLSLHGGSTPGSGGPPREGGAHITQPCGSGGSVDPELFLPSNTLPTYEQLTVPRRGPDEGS
KCNK3 block: human KCNK3 channel inhibition, primary screen. O14649. B-score at 10 µM. 340,000 compounds, 0.84% hits. CHO-KCNK3 thallium flux, FluxOR fluorescence; hits give low values;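 active means B-score under library mean minus 4 SD, starting fluorescence ratio at most library mean plus 5 SD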;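 further: more negative B-score means stronger inhibition of thallium flux through KCNK3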
RGS4 act: RGS4 potentiation or activation; B-score at 10 µM; 310,000 compounds, 0.92% hits; AID 463111; HEK293 M3R/inducible RGS4, carbachol calcium flux Fluo4; hits give low values;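 active means B-score of the integrated calcium signal more than 4 SD below the library mean, with starting fluorescence not abnormally high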;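 further: negative B-score means reduced calcium response which marks RGS4 activation or potentiation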
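System: HEK293 FlpIn-TREx cells, stable M3R, doxycycline-inducible RGS4. Timing: overnight RGS4 induction, 30 min dye load 37 °C, 20 min compound RT. Also added: carbachol, ECmax concentration. Measured by: Fluo4 fluorescence kinetic imaging of calcium. Evaluation: integrated calcium ratio converted to B score.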
RGS4 inh: inhibitors of human RGS4 | P49798 | HEK293 M3R/RGS4 inducible, Fluo-4 calcium flux; hits give high values; triggered by carbachol at its EC20 | B-score at 10 µM | 310,000 compounds, 0.45% hits | AID 463165;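 active means B-score, a plate-corrected calcium signal, over three deviations above library mean, with baseline fluorescence within five deviations of library mean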;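 further: RGS4 expression induced by doxycycline in cells with stable M3 receptor; B-score is computed from the integrated fluorescence ratio over baseline after carbachol; higher B-score means a larger calcium signal and so more RGS4 inhibition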
KCNQ1 act: potentiators or activators of human KCNQ1 potassium channel. P51787. CHO-K1 KCNQ1, thallium flux FluxOR fluorescence; hits give high values. 310,000 compounds, 0.35% hits. B-score at 10 µM;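 active means fluorescence ratio B-score, a plate-corrected score, at least three library SD, with initial intensity B-score within 5 SD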
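Assay system: stable KCNQ1 CHO-K1 line; medium: assay buffer, equal DMSO in all wells; timing: 90 min dye loading and 20 min compound exposure, both at room temperature; technique: kinetic FluxOR thallium fluorescence, 10-s 1-Hz baseline, 110-s post-stimulus read; read-out basis: B score of baseline-normalized fluorescence ratio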
* hit, by the source's call; i = inactive; · = no result given.

SMILES	ANO1 activ	MrgX1 PAM	hERG protect	TMEM16A inh	KCNK9 block	MrgX1 ag	KCNQ1 block	KCNK3 block	RGS4 act	RGS4 inh	KCNQ1 act
Cc1ccc(C(=O)Nc2ccc(O)cc2C(=O)O)cc1C	i	i	-13	i	i	i	i	i	i	i	i
Cc1cc(-c2ccco2)n(CC(=O)O)n1	i	i	2	i	i	i	i	i	i	i	i
Cn1c(CN2CCOCC2)nc2cc(NC(=O)c3ccc(F)cc3)ccc21	i	i	-3	i	i	i	i	i	i	i	i
CCN(CC(=O)Nc1c(F)cccc1F)C(=O)c1ccc(=O)[nH]c1	i	i	-10	i	i	i	i	i	i	i	i
CCOc1ccc(N(CC(=O)N2CCN(C(=O)CN(c3ccc(OCC)cc3)S(C)(=O)=O)CC2)S(C)(=O)=O)cc1	i	i	-9	i	i	i	i	i	i	i	i
COc1ccc(C(=O)N2CCC(n3c(C)nc4cc(F)ccc43)CC2)cc1OC	·	i	-8	i	i	i	i	i	i	i	i
C1CCCC(N2CCNCC2)CC1	i	i	-8	i	i	i	i	i	i	i	i
Cc1cc(/C=c2/sc3nc4ccccc4n3c2=O)c(C)n1-c1ccccn1	i	i	-12	i	i	i	i	i	i	i	i
CCn1cc(C(=O)Nc2ccc(-n3cnnn3)c(OC)c2)c(=O)c2ccc(C)nc21	·	·	-2	·	i	·	i	·	i	i	i
COc1ccc(N2CCN(CC(O)COc3ccc(F)cc3)CC2)cc1 (centres undefined)	i	i	-4	i	i	i	i	i	i	i	i
Cc1cc(NC(=O)CN2CCN(c3ncccn3)CC2)no1	i	i	0	i	i	i	i	i	i	i	i
Cc1ccc(C(=O)NC2CC(C)(C)NC(C)(C)C2)c(C)c1	i	i	-4	i	i	i	i	i	i	i	i
COc1ccc(NS(=O)(=O)c2cccc(C(=O)NCC(c3ccc(OC)cc3)N3CCOCC3)c2)cc1 (centres undefined)	i	i	-16	i	i	i	i	i	i	i	i
COc1cc(/C=N/Nc2ccc(C(=O)O)cc2)cc(OC)c1OC	i	i	-12	i	i	i	i	i	i	i	i
O=C(CSc1ccc(-c2ccco2)nn1)NC1CCCCC1	i	i	-5	i	i	i	i	i	i	i	i
CCOc1ccc(OCC)c(-c2c(=O)n(OCc3ccccc3C(=O)OC)c3ccccc3[n+]2[O-])c1	i	i	-14	i	i	i	i	i	i	i	i
O=C(CNC(=O)c1cc2ccccc2o1)NCc1cccs1	i	i	-1	i	i	i	i	i	i	i	i
COc1ccc(C(C(=O)NCC2CCCO2)N(C(=O)CNC(=O)c2ccco2)c2cc(C)cc(C)c2)cc1OC (centres undefined)	i	i	-6	i	i	i	i	i	i	i	i
CCOc1ccccc1CNS(=O)(=O)c1cc(-c2cc(C)no2)ccc1OC	i	i	-5	i	i	i	i	i	i	i	i
C/C(=N/N1CCN(c2ccccn2)CC1)c1ccc([N+](=O)[O-])cc1	i	i	-12	i	i	i	i	i	i	i	i
COc1ccc(CCNC(=O)CCCn2c(SCC#N)nc3ccccc3c2=O)cc1OC	i	i	-13	i	i	i	i	i	i	i	i
c1ccc(-c2ncc3c(ccc4ccccc43)n2)cc1	i	i	-5	i	i	i	i	i	i	i	i
Nc1nc2c(ncn2CCC(CO)CO)c(=O)[nH]1	·	i	-4	i	i	i	i	·	i	i	i
CCN(CC)c1nc(-c2ccccc2)ncc1S(=O)(=O)c1ccc(C)cc1	i	i	-22	i	i	i	6*	i	i	i	i
Cc1cccc(C(CC(=O)N2CCCCC2)c2ccccc2)c1O (centres undefined)	i	i	-2	i	i	i	i	i	i	i	i
CCCCNC(=O)CSc1nc2ccccc2c(=O)n1CCNC(C)=O	i	i	-11	i	i	i	i	i	i	i	i
O=C(Nc1ccc(F)cc1F)c1cccnc1	i	i	-10	i	i	i	i	i	i	i	i
Cc1cc(=O)c2c(C)nn(-c3ccccc3)c2[nH]1	i	i	-3	i	i	i	i	i	i	i	i
COCCNS(=O)(=O)c1ccc(-c2ccc(C)cc2)cc1	i	i	-5	i	i	i	i	i	i	i	i
CC1CC(C)CN(S(=O)(=O)c2ccc(C(=O)Nc3nnc(C4CC4)o3)cc2)C1 (centres undefined)	i	i	-9	i	i	i	i	i	i	i	i
Cc1nn(C)cc1NC(=O)c1ccc(Br)o1	i	i	-2	i	i	i	i	i	i	i	i
Cc1ccc(C(=O)N(NC2=NS(=O)(=O)c3ccccc32)S(=O)(=O)c2ccc(C)cc2)cc1	i	i	-9	i	i	i	i	i	i	i	i
O=C(NCc1cccnc1)c1noc2c1CCCCC2	i	i	-11	i	i	i	i	i	i	i	i
Cc1ccc(C(O)c2nc3ccccc3n2C(C)C)cc1 (centres undefined)	i	i	-2	i	i	i	i	i	i	i	i
OCCCn1c(CCNc2nc(-c3ccc(F)cc3)cs2)nc2cc(C(F)(F)F)ccc21	i	i	-17	i	i	i	i	i	i	i	i
CCN(C(=O)CSc1nc2nc(C)cc(C)n2n1)C1CCS(=O)(=O)C1 (centres undefined)	i	i	-2	i	i	i	i	i	i	i	i
O=C(Cn1nnc2ccccc2c1=O)NCCc1ccc(F)cc1	·	i	-4	i	i	i	i	·	i	i	i
COc1ccc(OCC(O)CN(CCO)CC(O)Cn2ccc3ccccc32)cc1 (centres undefined)	i	i	-4	i	i	i	i	i	i	i	i
CCOC(=O)CNC(=O)N(CCOC)CC1CCCN(C2Cc3ccccc3C2)C1 (centres undefined)	i	i	-9	i	i	i	i	i	i	i	i
CCOC(=O)c1nc(Nc2ccc(N3CCC(C)CC3)cc2)c2ccccc2n1	i	i	-23	i	i	i	i	i	i	i	i
CCOC(=O)c1sc(=S)n(-c2ccccc2Cl)c1C	i	i	-7	i	i	i	i	i	-9.3*	i	i
Cc1ccccc1C(=O)NC(=S)Nc1sc2c(c1C#N)CCCC2	i	i	-11	i	i	i	i	i	i	i	i
O=C(COc1cccc(F)c1)NNC(=O)c1cccc(-n2cccc2)c1	i	i	-12	i	i	i	i	i	i	i	i
COc1ccc(OC)c(CN(CCN2CCOCC2)S(=O)(=O)c2ccc(NC(C)=O)cc2)c1	i	i	-12	i	i	i	i	i	i	i	i
COc1ccc(NC(=O)Nc2ccc(C)cc2Br)c(OC)c1	i	i	-3	i	i	i	i	i	i	i	i
O=C(NC1CCN(C(=O)N2c3ccccc3Sc3ccccc32)CC1)c1ccco1	i	i	-13	i	i	i	i	i	i	i	i
CC(=O)c1ccc2cccc3c2c1N=CN3C	i	i	-7	i	i	i	i	i	i	i	i
CCOC(=O)c1ccc2c(c1)nc(SCC(=O)c1cc3ccccc3o1)n2CC	i	i	-13	i	i	i	i	i	i	i	i
O=C(CSc1nnc(-c2ccccc2)n1CC1CCCO1)N1CCCC1 (centres undefined)	i	i	-5	i	i	i	i	i	i	i	i
C=CCn1c(N)cc(=O)nc1SCC(=O)Nc1ccccc1	i	i	-3	i	i	i	i	i	i	i	i
O=P(CCCCCCCCCP(=O)(c1ccccc1)c1ccccc1)(c1ccccc1)c1ccccc1	i	i	-30	100*	-7.2*	i	i	i	-7*	i	i
Cc1cc(C)nc(NS(=O)(=O)c2ccc(NC(=O)c3ccc(O)cc3O)cc2)n1	i	i	-16	i	i	i	i	i	i	i	i
CS(=O)(=O)N(CCc1ccccc1)CC(=O)N1CCN(Cc2ccc3c(c2)OCO3)CC1	i	i	-1	i	i	i	i	i	i	i	i
COCC1CCN(Cc2nc(Cc3ccccc3Cl)no2)CC1	i	i	-5	i	i	i	i	i	i	i	i
OCCNc1nc(Nc2ccccc2O)nc(N2CCCC2)n1	i	i	-6	i	i	i	i	i	i	i	i
CCN1CCN(S(=O)(=O)c2ccc(Cl)c(C(=O)Nc3cc(Cl)ccc3N3CCOCC3)c2)CC1	i	i	-10	i	i	i	i	i	i	i	i
Cc1ccccc1S(=O)(=O)N1CC(C(=O)O)=CC[C@H]1c1ccc(Cl)cc1	i	i	·	i	·	i	·	i	·	·	·
O=C(N[C@@H](Cc1ccccc1)C(=O)NC1CCCCC1)c1ccco1	i	i	-4	i	i	i	i	i	i	i	i
Cc1ccc(C(=O)O)cc1Nc1ncnc2sc3c(c12)CCC3	i	i	-13	i	i	i	i	i	i	i	i
Cc1ccc(S(=O)(=O)NCCCCCC(=O)NC(C)(C)CO)cc1	i	i	-3	i	i	i	i	i	i	i	i
(list continues)
SMILES	ANO1 activ	MrgX1 PAM	hERG protect	TMEM16A inh	KCNK9 block	MrgX1 ag	KCNQ1 block	KCNK3 block	RGS4 act	RGS4 inh	KCNQ1 act
CC(C)(C)NS(=O)(=O)c1ccc(CCC(=O)N2CCCC2)cc1	i	i	-1	i	i	i	i	i	i	i	i
Cc1ccc(C(=O)N2c3ccccc3N(Cc3ccccc3)C(=O)C2(C)C)cc1	i	i	-17	100*	i	i	i	i	i	i	i
CCOC(=O)c1sc(Nc2nc3c(OC)cccc3s2)nc1C	i	i	-10	100*	i	i	i	i	-7.8*	i	i
Nc1nc(Sc2ncccc2[N+](=O)[O-])n[nH]1	i	i	-5	i	i	i	i	i	i	i	i
CCN(CC)CCN(Cc1cc2cc3c(cc2[nH]c1=O)OCO3)C(=S)NCC1CCCO1 (centres undefined)	i	i	-4	i	i	i	i	i	i	i	i
Cc1c(Cl)cccc1NC(=O)N1CCCC1	i	i	-6	i	i	i	i	i	i	i	i
COc1ccc(CCNC(=O)COC(=O)c2ccccc2NCCO)cc1OC	i	i	-19	i	i	i	i	i	i	i	i
CCC1CCC(C(=O)NC(CCSC)C(=O)NCCN(CC(C)C)CC(C)C)CC1 (centres undefined)	i	i	-13	i	i	i	i	i	i	i	i
Cc1ccc2c(c1)C(O)(C1COC(C)(C)CC1=O)C(=O)N2C (centres undefined)	i	i	-2	i	i	i	i	i	i	i	i
COc1cc(NC(=O)COC(=O)c2ccccc2SCC(=O)N2CCCC2)cc(OC)c1	i	i	-6	i	i	i	i	i	i	i	i

Bioassay records as filed in PubChem.
